# Compound activity: PubChem BioAssay, several laboratories
# NCOA3 inh – human NCOA3 inhibition | Q9Y6Q9 | HEK293 GAL4-SRC3 luciferase reporter, luminescence | inhibition, % at 3.6 µM | 0.17% of 360,000 active | AID 588352;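 active = inhibition above a per-campaign cutoff, the mean of all compounds plus 3 SD, cut at about 60% in these data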;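 note: 0% = DMSO-treated cells and 100% = gossypol-treated cells at 36 µM; higher means less SRC3-driven luciferase light from the GAL4 reporter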
# NCOA1 inh – inhibitors of human steroid receptor coactivator 1 (SRC1); HEK293 GAL4-SRC1 luciferase reporter, luminescence; AID 588354; 0.12% of 360,000 active; inhibition, % at 3.6 µM;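 active = inhibition above the campaign mean plus 3 SD, with each screening campaign given its own cutoff, cut at about 60% in these data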;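 note: 0% = DMSO treated cells and 100% = gossypol at 36 µM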
# C8 TRAIL sens – sensitizes caspase-8 expressing cells to TRAIL. NB7+C8 cells + TRAIL, ATPlite viability luminescence. inhibition (viability loss, TRAIL sensitization), % at 10 µM. 1% of 360,000 active. AID 624354;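 active = compounds causing at least 50% loss of cell viability in the single-dose screen, relative to plate controls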
# CF NFkB inh – blocks PAF-induced NF-kB reporter in cystic fibrosis cells. 0.86% of 360,000 active. AID 588850. inhibition, % at 5 µM. KKLEB NF-kB-GFP reporter, GFP fluorescence overnight;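 active = at least 50% inhibition at 5 µM, scaled per plate between neutral and stimulator controls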;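 note: PAF is a Pseudomonas aeruginosa culture filtrate used as stimulus; plate controls were PAF-stimulated DMSO wells for no effect and unstimulated DMSO wells for full effect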
# TWEAK-Fn14 inh – TWEAK-Fn14 signaling inhibition; TWEAK-stimulated Fn14 reporter cells, luciferase luminescence, 8 h; inhibition, % at 10 µM; 2% of 360,000 active; AID 1159606; in the data active = inhibition above about 50%
# COUP-TFII inh – NR2F2 (human) inhibition, primary screen; 0.7% of 370,000 active; P24468; HEK293T NGFI-A luciferase reporter, luminescence; inhibition, % at 8.6 µM;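 active = inhibition above a per-plate cutoff, mean inhibition of test wells between control levels plus 3 SD, cut at about 38% in these data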;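 note: cells cotransfected with COUP-TFII expression vector driving the NGFI-A reporter; 0% = median of COUP-TF2 test wells and 100% = reporter-only cells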
# Target sequence (P24468 whole entry, looked up): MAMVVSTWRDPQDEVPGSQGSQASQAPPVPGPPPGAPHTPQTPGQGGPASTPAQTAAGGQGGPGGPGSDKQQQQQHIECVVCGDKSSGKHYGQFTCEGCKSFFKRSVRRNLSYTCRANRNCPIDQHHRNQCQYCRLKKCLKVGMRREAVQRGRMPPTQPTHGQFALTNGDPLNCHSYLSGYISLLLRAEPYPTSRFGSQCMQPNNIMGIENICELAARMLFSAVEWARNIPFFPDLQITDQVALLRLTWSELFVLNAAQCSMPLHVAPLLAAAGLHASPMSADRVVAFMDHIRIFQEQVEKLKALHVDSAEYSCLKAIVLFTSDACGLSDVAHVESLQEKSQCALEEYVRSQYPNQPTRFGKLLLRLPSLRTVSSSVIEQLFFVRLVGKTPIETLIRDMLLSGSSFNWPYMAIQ
# LRH-1 inv ag – NR5A2 inverse agonism in reporter assay | HEK293T StAR-luciferase reporter, LRH-1 transfected, 24 h | inhibition, % at 3.6 µM | 0.13% of 360,000 active | O00482 | AID 602396;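 active = inhibition above the mean inhibition of all tested compounds plus 3 SD, cut at about 73% in these data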;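 note: 0% = DMSO wells and 100% = reporter-only cells lacking LRH-1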
# Target sequence (O00482 whole entry, looked up): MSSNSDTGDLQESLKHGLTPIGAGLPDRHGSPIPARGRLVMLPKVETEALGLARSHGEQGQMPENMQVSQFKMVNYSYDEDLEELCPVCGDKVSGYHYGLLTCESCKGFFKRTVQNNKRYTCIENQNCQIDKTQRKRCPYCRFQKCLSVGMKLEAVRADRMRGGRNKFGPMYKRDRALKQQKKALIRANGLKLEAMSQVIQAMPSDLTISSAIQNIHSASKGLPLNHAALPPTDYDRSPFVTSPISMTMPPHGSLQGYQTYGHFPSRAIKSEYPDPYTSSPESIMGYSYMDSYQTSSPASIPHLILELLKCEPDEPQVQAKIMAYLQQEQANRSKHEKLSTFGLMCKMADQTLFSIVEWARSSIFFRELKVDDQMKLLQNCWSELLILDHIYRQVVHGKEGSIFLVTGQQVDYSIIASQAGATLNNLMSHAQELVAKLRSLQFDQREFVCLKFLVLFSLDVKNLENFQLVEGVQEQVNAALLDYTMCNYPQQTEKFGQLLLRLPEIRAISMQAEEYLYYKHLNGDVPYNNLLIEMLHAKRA
# KKLEB tox – CF airway cell cytotoxicity counter-screen | AID 602141 | 0.36% of 360,000 active | KKLEB CF airway cells viability, ATPlite luminescence, overnight; hits give low values; cells stimulated with P. aeruginosa culture filtrate | activity change (cytotoxicity), % at 5 µM;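 active = corrected activity change at or below -50% at 5 µM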
# EBV LMP1 NFkB – Epstein-Barr LMP1 NF-kappaB reporter inhibition. AID 504558. inhibition, % at 12.5 µM. 0.69% of 350,000 active. LMP1-induced NF-kappaB luciferase reporter cells, luminescence; in the data active = inhibition above about 41%;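 note: 0% = neutral control wells and 100% = reference inhibitor control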
# Shn3 3UTR inh – Schnurri-3 reporter inhibition in Clone20 osteoblasts | 0.52% of 360,000 active | AID 588674 | inhibition, % at 12.5 µM | Clone20 osteoblast Shn3 3'UTR firefly luciferase, 24 h;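 active = mean inhibition of at least 75% with every replicate also reaching 75%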;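 note: 0% = median of neutral control wells and 100% = pilot-screen positive control compound; some compounds past the cut are filed as inactive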
# TROY NFkB inh – TROY signaling inhibition | Q293 LMP1-TROYcd NF-kB luciferase reporter, 4 h | inhibition, % at 10 µM | 0.98% of 360,000 active;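 active = compounds whose plate-normalised and pattern-corrected inhibition of the luciferase reporter signal at the single screening dose is 50% or more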
# Active calls of the source: *; x = no result given. Some of the compounds tested, so the mix of outcomes need not match the whole.
SMILES,NCOA3 inh,NCOA1 inh,C8 TRAIL sens,CF NFkB inh,TWEAK-Fn14 inh,COUP-TFII inh,LRH-1 inv ag,KKLEB tox,EBV LMP1 NFkB,Shn3 3UTR inh,TROY NFkB inh
COc1ccc(NC(=O)Nc2cc(C(=O)O)ccc2N2CC3CC(C2)c2cccc(=O)n2C3)c(OC)c1 (stereo not drawn),-5,-15,-13,-14,5,-23,-1,5,-3,-16,-21
CCN1CCN(Cc2ccc(NC(=O)c3cc(NC(=O)c4cc(-c5ccc(OC)cc5)n[nH]4)cc(OC)c3)cc2C(F)(F)F)CC1,2,-7,88*,14,-97,13,-14,-10,-2,9,-15
COc1ccc(CNC(=O)C2CCN(S(=O)(=O)c3ccc4c(c3)NC(=O)CO4)CC2)cc1,19,-2,-14,8,8,-30,8,1,0,17,4
N/C(=N\OC(=O)c1cccc(F)c1)c1cccc([N+](=O)[O-])c1,-31,-8,7,-3,-54,-19,0,-2,-27,-124,-25
CCC(=O)NCCc1nc2cc(NC(=O)c3ccc(Cl)cc3)ccc2n1C,-107,-58,13,-4,0,-46,-146,8,-31,-85,-23
O=C(COc1ncnc2sccc12)N1CCN(C(=O)c2ccco2)CC1,13,-5,1,-7,-1,10,11,-1,-8,15,10
Cc1cc([N+](=O)[O-])nn1Cc1noc(C(=O)NCCCn2ccnc2)n1,5,1,-5,8,-9,-1,-21,8,-9,4,19
Cn1cc(C(=O)Nc2ccc(F)c(Cl)c2)cn1,-19,-17,15,1,-9,-19,-21,6,-2,-32,-8
CCCOC(=O)NC(CC)COC(=O)Nc1cccc(C)c1C (stereo not drawn),16,-6,-25,2,-2,7,14,6,2,-11,-8
O=C(CSc1nnc(Cc2ccccc2)o1)c1ccc2c(c1)OCO2,-2,-7,6,3,-6,-17,3,-9,-6,-1,-22
COC(=O)[C@H](Cc1ccc(O)cc1)NC(=O)Cn1cnc2c(SC)nc(N)nc21,-48,1,-9,4,-9,-4,-11,4,5,3,-3
COc1ccc(F)c(CN2CCC(n3nccc3NC(=O)CCCc3ccccc3)CC2)c1,4,-28,-2,-2,-3,0,-1,-6,-3,17,-11
Cc1ccc(CNc2nc3cc(-c4ccccc4)sc3c(=O)n2C)c(C)c1,-8,6,8,-10,14,-5,10,7,x,-12,0
Cc1oc2ccc(OCC(N)=O)cc2c1C(=O)OC(C)C,-9,-10,-10,-15,2,0,12,4,-4,20,10
Fc1ccc(-c2csc(N3CCC(c4ccccc4)C3)n2)cc1 (stereo not drawn),-60,-63,3,-10,7,-28,-77,-6,-49,-37,-12
COc1ccc(-c2noc3c2-c2nc(-c4c(F)cccc4F)sc2CC3)cc1,8,8,-4,6,-20,-5,10,-18,-4,-21,-9
CC(C(=O)NCC1CCCCC1)N(C)CC(=O)Nc1ccc(N2CCOCC2)cc1 (stereo not drawn),-14,11,10,-5,-15,-1,8,0,-8,-5,-7
Cn1cnnc1SCc1ccc(F)c2ccccc12,16,1,-17,12,-28,6,-17,-7,-11,12,1
N#Cc1c(N)[nH]c(C(=O)c2ccccc2)c1-c1ccccc1Br,x,x,-5,x,19,5,-11,x,x,x,13
COc1ccc(NC(=O)N(C)C[C@@H]2Oc3ccc(NC(=O)NC(C)C)cc3CC(=O)N([C@H](C)CO)C[C@@H]2C)cc1,2,-6,0,-14,2,4,-20,11,-3,-36,2
Cn1c(=O)c2c(nc3n2CC(O)CN3c2ccccc2)n(C)c1=O (stereo not drawn),6,-1,3,0,0,4,-12,7,0,-10,-2
Cc1ccc2nc3c(c(C(=O)OCC(=O)N(C)C4CCS(=O)(=O)C4)c2c1)CCCC3 (stereo not drawn),-9,11,-5,-12,-2,-17,7,-6,3,18,0
CC12CN3CC(C)(CN(C1)C3c1ccc([N+](=O)[O-])o1)C2 (stereo not drawn),-1,-1,-9,0,13,3,5,16,-4,-29,-6
CCCn1c(NC(=O)CSCC(=O)Nc2cc(C)on2)nc2ccccc21,-6,-4,6,23,4,-8,-5,-8,12,10,11
COc1ccc(C(=O)CN(C(=O)c2ccc(Cl)cc2)N2C(=O)c3ccccc3C2=O)cc1,13,-2,-17,22,2,-8,-19,-7,-1,15,14

# An excerpt from above in order of the LRH-1 inv ag value, highest first.
SMILES	NCOA3 inh	NCOA1 inh	CF NFkB inh	TWEAK-Fn14 inh	COUP-TFII inh	LRH-1 inv ag	EBV LMP1 NFkB	Shn3 3UTR inh
CC(C(=O)NCC1CCCCC1)N(C)CC(=O)Nc1ccc(N2CCOCC2)cc1 (stereo not drawn)	-14	11	-5	-15	-1	8	-8	-5
CCCn1c(NC(=O)CSCC(=O)Nc2cc(C)on2)nc2ccccc21	-6	-4	23	4	-8	-5	12	10
Cc1cc([N+](=O)[O-])nn1Cc1noc(C(=O)NCCCn2ccnc2)n1	5	1	8	-9	-1	-21	-9	4

# (continued)
SMILES,NCOA3 inh,NCOA1 inh,C8 TRAIL sens,CF NFkB inh,TWEAK-Fn14 inh,COUP-TFII inh,LRH-1 inv ag,KKLEB tox,EBV LMP1 NFkB,Shn3 3UTR inh,TROY NFkB inh
CCOC(=O)C(CC)n1cnc2c(nnn2-c2ccc(F)cc2)c1=O (stereo not drawn),-16,-8,10,5,8,-39,-1,-7,-7,-14,-16
CCOc1cc(C(=S)N2CCOCC2)ccc1OS(=O)(=O)c1ccc(C)cc1,6,2,-8,6,-11,-9,-9,-8,-8,-2,12
Cc1cc(NC(=O)COC(=O)CSc2nc3cc(Cl)ccc3n2Cc2ccccc2)no1,15,-14,8,8,-1,7,6,1,-1,-15,-18
COC(=O)NC(NC(=S)Nc1ccc([N+](=O)[O-])cc1)C(Cl)(Cl)Cl (stereo not drawn),12,5,-13,10,29,9,26,9,3,9,1
Cc1cc(C)c(S(=O)(=O)NCCc2ccccc2)c(C)c1,-1,-2,-6,15,-5,7,7,-1,0,-4,-6
N#CCCN1CCN(S(=O)(=O)c2ccc(S(=O)(=O)N3CCCCCC3)cc2)CC1,11,1,-3,-4,2,-4,-17,-21,-6,21,-7
CC(C)(C)OC(=O)NC(Cc1ccccc1)C(=O)NCCCC(=O)O (stereo not drawn),7,-46,2,-13,-15,3,11,2,6,13,-15
CCOc1ccccc1NC(=S)NCC1CCCO1 (stereo not drawn),-4,11,0,-13,7,5,10,-1,-2,15,12
Cc1csc(NC(=O)CCSCCc2ccccn2)n1,-18,2,3,-19,-13,-5,-6,-2,-5,-4,4
CC(=O)c1c(C)oc2ccc(N(C(C)=O)S(=O)(=O)c3ccc(F)cc3C)cc12,16,-3,12,21,15,8,5,2,9,60,15
CC(C)N1CCc2c(sc(NC(=O)c3ccc(S(=O)(=O)N4CCCCC4C)cc3)c2C(N)=O)C1 (stereo not drawn),-20,-8,8,15,-2,20,-25,3,-7,13,-3
COc1ccccc1NC(=S)N1CCN(c2cccc(C)c2C)CC1,2,-21,-12,-11,14,-8,-1,-5,7,33,21
CCOc1cc(N2CCOCC2)c(OCC)cc1NC(=O)c1ccc(OCc2c(C)noc2C)c(OC)c1,10,-6,-5,-18,15,11,19,15,5,23,10
C(=N\Nc1nc(N2CCCCCC2)nc(N2CCCCCC2)n1)/c1ccccc1,4,-5,1,-10,16,6,-5,-1,-3,8,13
CCOC(=O)Cn1c(=O)oc2cc(S(=O)(=O)NCCc3ccc(OCC)c(OCC)c3)ccc21,4,-41,-3,-2,-30,10,27,-2,3,-13,16
O=C(Nc1cccc(C(F)(F)F)c1)/C(=C\c1ccco1)NC(=O)c1cccs1,10,2,-2,-5,3,0,3,9,-6,-2,4
Cc1ccc(N(Cc2ccc(C(=O)NN=C3CCN(C)CC3)cc2)S(C)(=O)=O)cc1C,13,-3,-5,0,-11,-4,10,6,8,-15,3
Cc1ccc(Cn2nnc3c(=O)[nH]c(C4CCN(S(=O)(=O)c5ccccc5F)CC4)nc32)cc1,9,13,-28,9,13,2,3,4,-10,13,-12
Cc1ccc(S(=O)(=O)N2CCC(C(=O)NC3CCCC3)CC2)cc1Cl,-5,-6,-15,-4,10,-14,4,-1,-1,-5,0
COc1ccc(-n2ncc3c2CC(C)(C)CC3NC(=O)c2c(C)cc(=O)oc2C)cc1 (stereo not drawn),12,8,-7,6,4,-12,-12,-2,3,12,11
Nc1c(-c2ccccc2)c(CN2CCOCC2)nn1-c1ccccc1,20,3,-1,4,1,-26,5,2,-8,-9,-3
CC1CCCCC1NC(=O)CNC(=O)c1cccs1 (stereo not drawn),-18,-11,-14,-2,1,-14,-14,-2,-1,-12,-2
Cc1sc(-c2ccccn2)nc1OC(=O)c1ccc(F)cc1F,33,4,-1,0,45,38*,10,13,-3,6,50
COc1ccc(C2C(C(=O)N3CCC(C)CC3)c3ccccc3C(=O)N2C)cc1 (stereo not drawn),-7,6,54*,-3,-3,-3,24,-1,-4,-15,3
CCN(CCO)c1ncnc2onc(-c3ccc(F)cc3)c12,-35,10,9,13,3,-2,1,-14,4,10,5
# Next part.
SMILES,NCOA3 inh,NCOA1 inh,C8 TRAIL sens,CF NFkB inh,TWEAK-Fn14 inh,COUP-TFII inh,LRH-1 inv ag,KKLEB tox,EBV LMP1 NFkB,Shn3 3UTR inh,TROY NFkB inh
C=CCNC(=O)c1ccc2c3n(nc2c1)-c1ccc(Cl)cc1CO3,-77,-59,23,-45,-11,-36,-135,17,-31,-166,-57
CC(=O)c1ccc(NC(=O)Nc2ccncc2)cc1,-12,1,19,2,58*,-11,-1,10,-7,3,5
O=C(NNC(=O)C1CCCN(S(=O)(=O)c2cccc(F)c2)C1)C1CC1 (stereo not drawn),6,-32,-1,-26,1,3,-11,14,-7,8,-3
O=c1cc2c(nn1Cc1ccccc1Cl)-c1ccccc1CC2,-5,5,-1,10,-6,-7,5,-11,-6,8,-24
CC(=O)c1c(N2CCN(C(=O)c3ccco3)CC2)nc(=S)n(-c2ccccc2)c1C,-6,-6,-11,6,13,-5,-5,-20,-1,2,4
COC(=O)CCC(=O)Nc1ccc(NC(C)=O)cc1,-9,-7,21,1,-6,14,4,4,-3,-1,-22
Cc1cc(C)c(C)c(S(=O)(=O)N2CCSCC2)c1C,-7,-6,3,19,-9,5,-3,12,6,-4,10
CCC(Cc1ccccc1)n1c(=S)[nH]c2ccccc2c1=O (stereo not drawn),17,-7,-7,2,6,-8,3,-18,4,-35,7
CCCc1cc(C(=O)Nc2cc(Cl)ccc2O)no1,-45,-71,-24,2,-3,-47,-121,5,-30,-86,-23
C=CCOC(=O)C1=C(C)N=C2SCCC(=O)N2C1c1cccs1 (stereo not drawn),-5,-20,-10,-6,13,2,-6,-1,0,92*,14
O=C(c1cccs1)N1CCN(c2cc(Cl)ccc2Cl)CC1,17,15,0,24,-36,15,9,-5,8,3,19
COc1cc2c(cc1OC)C(c1cc(OC)c(OC)cc1[N+](=O)[O-])N(C(C)=O)CC2 (stereo not drawn),5,1,-24,2,-2,-1,9,-1,-2,-32,-16
CC1CC(C)CN(S(=O)(=O)c2ccc(C(C)(C)C)cc2)C1 (stereo not drawn),6,17,0,-13,0,-4,2,13,1,5,6
O=C(O)c1csc(Cc2ccccc2)n1,0,-4,-6,-14,3,3,0,12,4,10,-3
CCOC(=O)C1=C(C)NC(=O)NC1c1c(OC)ccc2ccccc12 (stereo not drawn),-6,-7,-2,9,-12,13,-10,9,0,-1,-5
